High-throughput results: PubChem BioAssay, Sanford-Burnham Center for Chemical Genomics
CCR6 antag: CCR6 (human) receptor antagonism | 0.49% of 340,000 active | CHO-K1 CCR6 PathHunter beta-arrestin, luminescence, CCL20-stimulated | inhibition, % at 20 µM | AID 493098 | P51684;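 active = compounds whose inhibition of the agonist-driven luminescence signal at 20 µM reaches about 50%, limit read from the data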;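 note: cells stimulated with CCL20 at 14 nM final; plate controls were DMSO with CCL20 for no effect and DMSO without agonist for full effect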
Target sequence (P51684 whole entry, looked up): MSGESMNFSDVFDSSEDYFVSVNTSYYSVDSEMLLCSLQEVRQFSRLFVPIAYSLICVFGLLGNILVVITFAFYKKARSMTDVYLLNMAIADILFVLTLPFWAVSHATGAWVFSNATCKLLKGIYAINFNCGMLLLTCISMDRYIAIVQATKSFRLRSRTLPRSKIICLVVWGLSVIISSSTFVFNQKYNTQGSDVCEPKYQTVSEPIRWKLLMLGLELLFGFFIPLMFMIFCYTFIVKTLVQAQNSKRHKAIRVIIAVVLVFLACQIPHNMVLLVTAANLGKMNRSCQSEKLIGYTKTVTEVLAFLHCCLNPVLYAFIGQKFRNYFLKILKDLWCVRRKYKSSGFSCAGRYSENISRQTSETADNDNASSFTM
tim23-1 inh: inhibits growth of tim23-1 mutant yeast. S. cerevisiae tim23-1 growth, BacTiter-Glo luminescence, 24 h. inhibition, % at 20 µM. 1.3% of 330,000 active. AID 463212;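 active = growth inhibition of the mutant yeast at or above 50%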;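 note: temperature-sensitive mutant grown at 25 °C; plate controls were DMSO-treated mutant yeast for no effect and medium wells lacking yeast for full effect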
UPR CHOP act: apoptotic UPR (CHOP) activation; CHO-CHOP luciferase reporter, luminescence; percent of tunicamycin response over DMSO baseline; activation, % at 10 µM; 0.34% of 330,000 active;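 active = at 10 µM dose, activation of 40% or more, normalized to positive control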;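 note: 100% = tunicamycin at 10 µg/mL and 0% = DMSO alone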
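Material: CHO-CHOP cells, stable luciferase reporter of PERK-eIF2a-CHOP signalling; quantity: 500 reporter cells seeded per well; buffer or medium: F12 medium containing 10% fetal bovine serum; compound: one dose, 10 µM in 0.5% DMSO; incubation: 6 h compound treatment, 37 °C; measured by: Steady-Glo luciferase luminescence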
EBI2 antag: antagonists of human EBI2 receptor. P32249. EBI2 beta-arrestin recruitment, luminescence, 7a,25-OHC stimulated. inhibition, % at 5 µM. 0.81% of 360,000 active. AID 651636; in the data active = inhibition above about 38%;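 note: enzyme fragment complementation signal reports receptor beta-arrestin coupling in cells; 0% = agonist plus DMSO wells and 100% = wells without agonist; some results beyond the cut were filed as inactive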
APJ ag: APJ receptor agonism | CHO-K1 APJ PathHunter beta-arrestin, luminescence; 0% DMSO wells, 100% apelin | activation, % at 20 µM | 0.11% of 330,000 active | AID 2520;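 active = activation more than six SD over the plate average, tested at 20 µM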;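 note: 0% = DMSO alone and 100% = apelin-13 at 10 nM; some results filed as inactive read as strong as hits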
Target sequence (P35414 whole entry, looked up): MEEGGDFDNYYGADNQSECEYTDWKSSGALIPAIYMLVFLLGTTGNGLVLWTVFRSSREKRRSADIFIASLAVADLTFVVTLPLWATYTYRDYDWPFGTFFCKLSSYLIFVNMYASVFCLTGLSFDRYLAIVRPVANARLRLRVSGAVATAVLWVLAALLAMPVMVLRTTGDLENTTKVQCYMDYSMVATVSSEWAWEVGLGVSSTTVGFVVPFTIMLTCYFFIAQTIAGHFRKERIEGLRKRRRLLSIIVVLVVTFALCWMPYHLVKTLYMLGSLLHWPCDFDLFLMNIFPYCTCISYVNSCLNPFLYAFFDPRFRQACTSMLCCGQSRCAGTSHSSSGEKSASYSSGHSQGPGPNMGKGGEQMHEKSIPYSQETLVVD
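Assay system: CHO-K1 APJ beta-arrestin complementation cell line / Compound: single test compound dose, 20 µM final, 1% DMSO / Times: overnight seeding, 90 min compound at 25 °C, 1 h detection / Technique: beta-gal luminescence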
Mdm2 MdmX PPI: disrupts the human Mdm2-MdmX interaction | O15151+Q00987 | SaOS-2 split-luciferase Mdm2/MdmX complementation, luminescence | inhibition, % at 8 µM | 3% of 330,000 active;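 active = inhibition of at least 50% at 8 µM in the primary screen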
APJ antagonist: antagonists of human APJ apelin receptor; inhibition, % at 20 µM; CHO-K1 APJ beta-arrestin complementation, luminescence; 0.32% of 330,000 active; P35414;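 active = inhibition above about 40% at 20 µM, limit read from the data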;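 note: cells challenged with 10 nM apelin-13 agonist together with compound; plate controls were apelin-13 plus DMSO wells for no effect and DMSO wells lacking apelin-13 for full effect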
UPR XBP1 act: activators of adaptive arm of unfolded protein response (XBP1); CHO-XBP1 luciferase reporter, IRE1-XBP1 UPR activation, luminescence; percent of tunicamycin response, DMSO as zero; activation, % at 20 µM; 0.33% of 330,000 active; AID 463104;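 active = versus positive control, 20 µM dose yields 30% or more activation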;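 note: 100% = tunicamycin at 10 µg/mL and 0% = DMSO only wells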
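Assay system: IRE1-XBP1 luciferase reporter CHO line. Input: 1000 cells/well. Buffer or medium: F12 with 10% serum. Doses: 20 µM, 1% DMSO. Times: overnight seeding at 37 °C, 6 h compound treatment at 37 °C. Technique: Steady-Glo luciferase glow luminescence, 10 min after reagent addition.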
CXCR6 block: CXCR6 (human) receptor inhibition. AID 602244. inhibition, % at 20 µM. CHO-K1 PathHunter CXCR6 beta-arrestin, luminescence. 0.36% of 360,000 active; in the data active = inhibition above about 34%, passing the limit was not always enough;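 note: antagonist mode with CXCL16 agonist at 10 nM final; 0% = 10 nM CXCL16 with DMSO and 100% = unstimulated wells without agonist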
Target sequence (O00574 whole entry, looked up): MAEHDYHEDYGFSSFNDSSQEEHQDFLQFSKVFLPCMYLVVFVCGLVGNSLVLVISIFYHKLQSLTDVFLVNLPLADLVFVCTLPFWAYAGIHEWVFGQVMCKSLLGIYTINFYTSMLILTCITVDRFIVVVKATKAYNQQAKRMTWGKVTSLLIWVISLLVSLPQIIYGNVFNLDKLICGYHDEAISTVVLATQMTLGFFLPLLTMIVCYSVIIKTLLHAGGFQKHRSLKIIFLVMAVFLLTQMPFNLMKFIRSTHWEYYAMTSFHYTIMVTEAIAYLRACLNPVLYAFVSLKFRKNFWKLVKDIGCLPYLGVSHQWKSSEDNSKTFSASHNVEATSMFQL
An asterisk follows results filed as active. Some of the compounds tested; count on the stated rates, not on these rows.

entry	Compound	CCR6 antag	tim23-1 inh	UPR CHOP act	EBI2 antag	APJ ag	Mdm2 MdmX PPI	APJ antagonist	UPR XBP1 act	CXCR6 block
1	N#CC1=C2Nc3ccccc3N2C(=O)NC1(c1ccccc1)C(F)(F)F (stereo not given)	8.1	-17.1	-1.2	3.5	-4.0	26.0	10.5	1.8	-6.7
2	CC1CCCCC1NC(=O)CCc1nc2sc3c(c2c(=O)[nH]1)CCCC3 (stereo not given)	14.5	-0.1	-0.2	7.1	-1.5	-23.8	10.7	-4.8	6.0
3	Cc1ccc(NC(=O)COc2coc(CN3CCc4ccccc43)cc2=O)cc1Cl	9.2	13.9	-0.8	-1.4	1.3	61.8*	-1.5	-1.8	-1.8
4	c1csc(-c2nc(NCCCN3CCOCC3)c3ccccc3n2)c1	6.6	-3.7	-0.8	8.1	-3.5	-1.4	6.5	1.7	-3.1
5	O=C(Nc1ccc(C(=O)c2ccccc2)cc1)c1ccccc1	15.1	15.8	4.0	-1.6	-1.3	-30.7	1.9	2.6	-9.1
6	Cc1cc(=O)[nH]c(SCC(=O)OCc2ccccc2)c1C#N	-4.7	15.3	0.5	-12.4	-1.9	-16.1	-44.1	-0.9	-3.6
7	N#C/C(=C/c1ccc(N2CCCCC2)o1)C(=O)Nc1ccc(Cl)cc1	14.6	-10.9	4.8	14.1	-2.7	-97.5	6.7	1.7	8.6
8	Cc1cc(C)n(-c2ccc(C(=O)Nc3cccc(S(=O)(=O)N4CCCC4)c3)cc2)n1	-3.0	-7.4	-1.0	-1.0	2.9	3.3	1.7	-0.9	-4.2
9	O=C(c1ccccc1NS(=O)(=O)c1cccc(C(F)(F)F)c1)N1CCc2ccccc21	2.5	8.0	-0.1	-6.2	-1.6	21.0	-13.8	-2.6	4.1
10	Cc1[nH]n(-c2cccc(Cl)c2)c(=O)c1C=NCc1ccco1	-3.3	42.3	0.6	-7.6	-1.7	-193.6	-1.6	1.3	-2.7
11	COc1ccc([C@H]2CC(=O)C=C(c3ccc(OC)c(F)c3)C2)cc1	5.5	37.7	0.1	51.1*	-3.5	-23.2	2.9	3.0	4.1
12	COc1cc(/C=C/c2[nH]c(=O)[nH]c(=O)c2[N+](=O)[O-])cc(OC)c1O	19.8	16.2	-1.0	-1.8	-0.9	19.0	11.4	-3.8	5.4
13	Cc1ccc(CCNC(=O)CCNS(=O)(=O)c2ccc3c(c2)c(=O)n(C)c(=O)n3C)cc1	4.8	-4.3	-1.4	0.8	-4.9	11.0	8.9	-3.0	-2.2
14	CC(=O)Nc1ccc(C(=O)Cn2nnc3ccccc3c2=O)cc1	22.5	6.7	4.0	-1.3	-6.2	-12.8	0.7	0.1	-0.5
15	CC(=O)c1ccccc1NC(=O)COC(=O)c1c(C)nn(-c2ccccc2)c1C	14.3	22.4	3.5	2.7	-3.1	-0.9	6.6	-0.7	-0.5
16	CC(=O)Nc1ccc(NC(=O)C2CCCN2C(=O)NCc2ccccc2)cc1 (stereo not given)	9.7	-9.3	1.7	3.7	1.3	-0.3	1.3	0.8	-4.2
17	Cc1ccc(/C(N)=N/OC(=O)c2ccc(Cl)cc2Cl)cc1	-2.7	79.7*	4.2	8.6	6.3	30.9	-68.8	-1.8	-5.4
18	CC(C)C1=Nc2cccc3cccc(c23)N1	-8.1	9.9	-1.1	-0.5	8.5	18.0	-8.6	2.6	-14.8
19	CN(C)S(=O)(=O)c1ccc(C(=O)OCC(=O)N2CC3(C)CC2CC(C)(C)C3)cc1 (stereo not given)	7.8	15.7	-0.9	-1.3	-1.4	15.3	7.7	-3.4	-7.8
20	Cc1ccc(S(=O)(=O)NNC(=O)Nc2ccccc2F)c(C)c1	4.9	13.7	0.5	-8.4	-6.7	25.4	17.3	-3.0	0.1
21	O=C(CSc1nnc2c(Cl)cc(Cl)cn12)N1CCN(S(=O)(=O)c2ccccc2)CC1	-6.2	9.5	0.0	1.5	4.5	-7.4	12.0	-2.4	7.9
22	O=C(Nc1ccc(S(=O)(=O)Nc2ncccn2)cc1)C1CC(=O)N(c2ccccc2)C1 (stereo not given)	-8.9	18.5	1.8	-22.5	0.0	-18.9	13.1	-0.1	-9.2
23	Cc1cc(C)n(CCC(=O)N2c3ccccc3CC2C)n1 (stereo not given)	3.0	5.4	-0.3	5.6	0.3	4.1	-16.5	-4.5	6.1
24	COc1cc(-c2cc3nc4ccccc4n3c(N)c2C#N)cc(OC)c1OC	-11.2	26.3	5.0	-16.0	5.4	76.6*	-23.9	1.6	-39.7
25	Cc1cccc(NC(=O)NCc2ccc3c(c2)cc(C)n3C)c1	18.7	2.2	2.2	10.6	-4.7	0.2	15.1	-0.6	17.2
26	Cc1ccc(NC(=O)CC2C(=O)N(Cc3ccccc3)C(=S)N2NC(=O)c2cccc(F)c2)c(C)c1 (stereo not given)	4.7	-9.7	1.2	11.8	-2.9	6.5	3.9	-6.0	3.9
27	OCCCNc1ncnc2c1[nH]c1ccccc12	-6.2	2.7	0.2	-0.5	0.0	-3.4	6.3	0.6	-3.4
28	CC(=O)Nc1ccc(S(=O)(=O)NCc2ccc(C)n2C)cc1	4.8	11.8	-0.5	2.5	-2.6	-34.8	5.8	0.9	-6.4
29	O=C(Nc1ccc(NC(=O)c2ccco2)c(Cl)c1)c1ccccc1	-0.3	-9.3	3.4	-5.7	-0.5	-36.8	3.1	1.5	-7.1
30	Cc1ccc([N+](=O)[O-])cc1S(=O)(=O)Nc1ccc(-c2ccc(N3CCCC3)nn2)cc1	-3.7	0.9	2.6	4.2	6.9	14.0	3.2	0.1	2.6
31	O=C(/C=C/c1cccc(F)c1)NNC(=O)c1ccncc1	4.4	-16.1	0.3	1.5	-1.1	9.0	-12.7	-0.8	-11.7
32	O=C(CCC(=O)OCc1ccc([N+](=O)[O-])cc1)Nc1ccc(F)cc1	-4.7	-6.2	-2.4	-16.2	-0.1	8.6	8.2	0.0	-10.3
33	N#Cc1ccc(Oc2ccc(-c3cnc4ccccc4n3)cc2)cc1C#N	-12.4	-44.4	3.9	-2.9	8.4	17.0	6.0	-1.7	-9.2
34	Cc1nc2ccc(NC(=O)c3ccc(S(=O)(=O)N4CCOCC4)cc3)cc2s1	11.3	10.9	0.5	20.6	3.3	17.0	3.2	-0.7	-2.3
35	CCOC(=O)N1CCN(CC(=O)Nc2cc(OCC)ccc2OCC)CC1	8.7	1.1	-0.4	3.1	-1.2	39.0	-2.8	-1.5	-3.3
36	O=S(=O)(N/N=C1\CCCc2ccccc21)c1ccccc1	10.7	31.2	1.5	-5.0	-1.9	-9.7	-1.2	-1.8	1.8
37	Cn1c(=O)c2c(nc(CN3CCC(C(N)=O)CC3)n2CCCc2ccccc2)n(C)c1=O	-9.3	14.0	-0.7	-1.7	-2.8	9.8	13.2	-0.3	-0.7
38	COCCCn1c(=O)c2sccc2n(Cc2ccccc2C)c1=O	-1.1	25.0	1.6	-2.9	3.7	-4.5	-32.1	-2.5	5.3
39	Cc1cc(C)n(C(=O)CCNC(=O)c2ccccc2Cl)n1	16.1	20.8	-2.4	8.8	-1.3	15.2	13.3	2.6	11.0
40	N#CCc1ccc(NC(=O)c2ccc(S(=O)(=O)N3CCOCC3)cc2)cc1	10.0	0.7	0.7	0.5	2.2	8.5	12.2	-1.0	-3.3
41	Cc1ccc(-c2csc(N(CCO)CCCn3c(C(F)(F)F)nc4cc(C(F)(F)F)ccc43)n2)cc1	4.5	7.0	-1.0	7.9	-4.1	3.7	-2.3	0.9	-3.4
42	Cc1ccc(SCCC(=O)N2CCC(C)CC2)cc1	6.8	31.9	4.1	13.4	-5.5	-116.1	-7.2	1.0	2.5
43	CCOC(=O)N1CCN(c2ccc([N+](=O)[O-])cc2)CC1	10.8	7.9	0.5	-13.1	3.7	23.5	-5.5	-3.7	2.4
44	Cc1ccc(-n2c(=O)c(C#N)cc3c(=O)n4ccccc4nc32)cc1	24.1	-11.9	0.2	-6.2	1.3	6.4	6.7	-3.4	-5.9
45	COc1ccc2nc(Cl)c(C#N)cc2c1	7.2	-7.6	0.8	2.1	-0.1	2.4	5.7	0.0	-1.5

In the list so far, these contain two or more sulfur atoms:
entry	Compound	CCR6 antag	tim23-1 inh	UPR CHOP act	EBI2 antag	APJ ag	Mdm2 MdmX PPI	APJ antagonist	UPR XBP1 act	CXCR6 block
21	O=C(CSc1nnc2c(Cl)cc(Cl)cn12)N1CCN(S(=O)(=O)c2ccccc2)CC1	-6.2	9.5	0.0	1.5	4.5	-7.4	12.0	-2.4	7.9
34	Cc1nc2ccc(NC(=O)c3ccc(S(=O)(=O)N4CCOCC4)cc3)cc2s1	11.3	10.9	0.5	20.6	3.3	17.0	3.2	-0.7	-2.3

Next section.
entry	Compound	CCR6 antag	tim23-1 inh	UPR CHOP act	EBI2 antag	APJ ag	Mdm2 MdmX PPI	APJ antagonist	UPR XBP1 act	CXCR6 block
46	O=C(CN1CCN(C(=O)c2ccco2)CC1)Nc1ccc2c(c1)OCCO2	-18.0	8.9	-3.4	4.6	1.1	-6.3	11.7	-4.3	-15.7
47	CCn1c(SCC(=O)Nc2nc(-c3ccccc3)cs2)nc2c1c(=O)n(C)c(=O)n2C	9.3	-3.8	1.3	-9.3	-0.5	63.9*	-6.8	3.0	-0.5
48	COc1ccc([C@@H]2[C@@H]3C(=O)N(C(C)(C)C)C(=O)[C@@H]3[C@]3(C)C(=O)N(c4ccccc4)C(=O)N23)cc1	8.3	11.0	-1.8	-10.1	4.9	15.1	-3.3	-2.2	1.1
49	O=C1C(=O)N(CCN2CCOCC2)C(c2ccccc2)/C1=C(\O)c1ccc2c(c1)OCCO2 (stereo not given)	-6.4	4.4	-0.4	-9.0	0.5	11.2	-1.6	-1.5	0.3
50	CCN(CC)C(=O)c1[nH]cnc1C(=O)N[C@H](C)c1ccccc1	14.8	-5.4	-2.5	-1.3	-3.4	2.3	-4.5	-2.6	-3.1
51	CCN1C(=O)C2(C(C#N)=C(N)Oc3n[nH]c(COC)c32)c2ccccc21 (stereo not given)	-6.4	-6.5	-0.7	-5.5	3.5	9.5	-14.9	-2.9	-4.3
52	Cc1ccc(Cn2ccnc2SCC(=O)NC2CCCC2)cc1	3.6	7.9	0.1	-0.7	-0.5	0.5	-0.7	1.7	-1.2
53	CC(=O)c1ccc(N2Cc3ccccc3C2)cc1	8.4	7.1	0.4	5.3	0.5	-53.3	-11.7	-3.5	0.2
54	O=C(CSc1nnnn1-c1cccc2ccccc12)NC(C(=O)O)(c1ccccc1)c1ccccc1	18.3	17.3	-2.4	7.7	1.4	5.0	-19.3	-0.7	-10.1
55	Cc1cc(C)c(NC(=O)CN(C)C(C)C(=O)N2CCc3ccccc32)c(C)c1 (stereo not given)	13.2	23.4	-1.4	-6.3	-1.8	-21.1	7.6	-2.1	-2.3
56	CCN1CCN(C(=O)C2CCN(Cc3nc(-c4cccc(Cl)c4)oc3C)CC2)CC1	8.5	-10.6	-1.8	-4.0	-0.9	31.0	10.5	0.2	-1.1
